IMP-1 inhibitor: inhibitors of Pseudomonas aeruginosa IMP-1 metallo-beta-lactamase | purified IMP-1, nitrocefin hydrolysis, epi-absorbance fluorescence | 0.45% of 290,000 active | inhibition, % at 5.6 µM;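 active = inhibition above the mean plus 3 SD of all compounds in the same screening run, cut at about 4.5% in these data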;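 note: 0% = IMP-1 with DMSO and 100% = DMSO wells lacking enzyme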
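System – purified recombinant IMP-1 beta-lactamase · Input – IMP-1 dispensed at 0.2 nM · Timing – 15 min preincubation plus 25 min reaction at 25 °C · Signal – Epi-absorbance fluorescence, 480 nm excitation, 530 nm emission · Measure – percent IMP-1 inhibition derived from blank-referenced optical density · Controls – Enzyme-plus-DMSO low control, enzyme-free DMSO high control · Replication – singlicate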
M18AAP inhibitor: blocks P. falciparum M18 aspartyl aminopeptidase; recombinant PfM18AAP, H-Glu-NHMec fluorogenic cleavage; inhibition, % at 7.35 µM; 1.2% of 290,000 active; AID 1822;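 active = inhibition above the campaign mean inhibition over all tested compounds plus 3 SD, cut at about 28% in these data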;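 note: 0% = plate median of test compound wells and 100% = 2 mM ZnCl2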
DNA FID counter: counter-screen for HCV NS3 helicase inhibitors: DNA intercalator displacement | 0.17% of 290,000 active | inhibition, % at 7.9 µM | DNA fluorescent intercalator displacement, fluorescence | AID 1845; in the data active = inhibition above about 37%;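 note: 0% = vehicle and 100% = reference compound; higher means more ethidium bromide displaced from hairpin DNA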
VIM-2 inh: blocks Pseudomonas aeruginosa VIM-2 metallo-beta-lactamase | purified VIM-2, nitrocefin hydrolysis, epi-absorbance fluorescence | inhibition, % at 5.6 µM | 0.89% of 290,000 active | AID 1527;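 active = inhibition above the mean of all tested compounds plus 3 SD, cutoff set per screening run, cut at about 7.5% in these data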;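 note: red hydrolysis product quenches plate fluorescence so inhibitors raise well fluorescence; 0% = enzyme with DMSO and 100% = DMSO without enzyme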
MEKK2mut PB1 HTS: signal of MEK5 binding to mutant human MEKK2 PB1 domain. percent response, % at 10 µM. 0.35% of 290,000 active. bead flow cytometry, Alexa488-MEK5 binding to MEKK2 mutant; in the data active = percent response above about 24%, passing the limit was not always enough; note: inactives centre near 1; some results filed as inactive read as strong as hits
NALP1 yeast inh: NALP1 inhibition | inhibition, % at 10 µM | 0.61% of 280,000 active | S. cerevisiae NALP1/ASC/caspase-1 growth, X-gal OD620, 72 h; in the data active = inhibition mostly above about 24%, no sharp cut-off; inactive = mostly below about 32%; note: some compounds called inactive have numbers as strong as hits
UBC9 SUMO inh: SUMOylation inhibition. 0.36% of 290,000 active. P63279. AID 2006. HTRF SUMOylation assay, SAE1/SAE2 + UBC9, in vitro. inhibition, % at 35 µM; in the data active = inhibition above about 50%, passing the limit was not always enough; note: strong numbers were not always called active
Target sequence (P63279 whole entry, looked up): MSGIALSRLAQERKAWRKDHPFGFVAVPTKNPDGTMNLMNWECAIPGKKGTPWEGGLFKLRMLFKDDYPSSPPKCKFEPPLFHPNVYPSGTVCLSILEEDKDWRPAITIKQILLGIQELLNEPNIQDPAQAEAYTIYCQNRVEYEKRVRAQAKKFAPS
MEKK2wt PB1 HTS: raises or lowers MEK5 binding to wildtype human MEKK2 PB1 domain; Q9Y2U5; bead flow cytometry, Alexa488-MEK5 binding to MEKK2 WT; actives lie on both sides; binding response (% of control), % at 10 µM; 1.1% of 290,000 active; in the data active = binding response below about 67% or above about 130%
HCV NS3 hel inh: inhibitors of Hepatitis C virus NS3 helicase; NS3 helicase DNA unwinding, Cy5 molecular beacon fluorescence; inhibition, % at 10.9 µM; 0.56% of 290,000 active;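 active = inhibition above the mean of all tested compounds plus 3 SD, set per campaign, cut at about 35% in these data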;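 note: 0% = DMSO wells and 100% = thioflavine S control wells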
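System: HCV NS3 helicase fragment; control set: DMSO and thioflavine S; technique: Cy5 fluorescence at 0 and 60 min, beacon hairpin quenching; reagent: beacon DNA duplex substrate plus ATP; replicates: singlicate; schedule: 1 h reaction at 25 °C, ATP-initiated; medium: MOPS buffer pH 6.5 with MgCl2, DTT, Tween20, BSA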
* hit, by the source's call; nt = no result given.

SMILES | IMP-1 inhibitor | M18AAP inhibitor | DNA FID counter | VIM-2 inh | MEKK2mut PB1 HTS | NALP1 yeast inh | UBC9 SUMO inh | MEKK2wt PB1 HTS | HCV NS3 hel inh
O=C(O)c1ccc(NC(=O)c2cn(-c3ccccc3)nc2-c2ccc(Cl)cc2)cc1 | -1.5 | 4 | -17 | 1.4 | -4 | 3 | 25 | 95 | -24
Cc1c(NC(=O)C(C)N2C(=O)C3C4C=CC(C4)C3C2=O)c(=O)n(-c2ccccc2)n1C (stereo not drawn) | -3.1 | -5 | -3 | -3.6 | 7 | 20 | 21 | 111 | -4
COc1ccc(CNC(=O)c2c(O)c3cccc4c3n(c2=O)CCC4)cc1 | -1.1 | 6 | -2 | 0.1 | -5 | 1 | -31 | 95 | 1
COC(OC)C(C)NC(=O)NC(=O)c1ccccc1Cl (stereo not drawn) | -1.8 | 0 | 0 | 0.9 | 7 | -2 | 1 | 106 | -7
COc1ccc(C(=O)Nc2ccccc2C(N)=O)cc1 | -2.2 | -4 | -3 | -2.0 | 0 | -11 | 10 | 93 | 3
CN(C(=O)COC(=O)c1ccccc1SCC(=O)N1CCCC1)C1CCS(=O)(=O)C1 (stereo not drawn) | -2.0 | -11 | -8 | 0.6 | 3 | 8 | 27 | 106 | 2
O=C1Nc2ccccc2Nc2ncccc21 | -2.6 | -2 | -3 | -1.7 | nt | 19 | -13 | nt | 6
COc1cccc(/C=C2\N=C(c3c(-c4ccccc4)noc3C)OC2=O)c1OC | -2.2 | -4 | -39 | -0.2 | 2 | 18 | 25 | 98 | 20
NS(=O)(=O)c1ccc(CNC(=O)c2ccc(Cl)c([N+](=O)[O-])c2)cc1 | -1.6 | -11 | 6 | 1.1 | -32 | 23 | 19 | 73 | -14
CN(C=C1C(=O)CC(C)(C)CC1=O)CCN1CCNCC1 | -6.5 | -3 | -7 | -3.9 | 6 | -1 | 6 | 110 | -2
O=C(C1=COCCO1)N1CCN(C(c2ccccc2)c2ccccc2)CC1 | 0.5 | -3 | -18 | -2.9 | 4 | 19 | 13 | 104 | 3
Cc1ccccc1C(=O)c1c[nH]c(C(=O)NCC2CCCO2)c1 (stereo not drawn) | -6.5 | -3 | -16 | -1.4 | -5 | 3 | -13 | 98 | 4
Cc1cc2ccccc2n2c(SCC(=O)N3CCc4ccccc4C3)nnc12 | -3.2 | -2 | -6 | -1.9 | 3 | 2 | -30 | 101 | 3
COCCCNC(=O)CS(=O)(=O)Cc1nc(-c2cccc(OC)c2)oc1C | -2.6 | 6 | -16 | -3.6 | 2 | -5 | 17 | 103 | 0
Cc1ccc(S(=O)(=O)CCc2nnc(NC(=O)c3cnccn3)s2)cc1 | -1.5 | 6 | -1 | -4.9 | 9 | -3 | -1 | 107 | 35
CCOCCCNS(=O)(=O)c1cc2[nH]c3c(c2cc1C)C(=O)CC(C)(C)C3 | -1.7 | -2 | -26 | -1.6 | 2 | 11 | -4 | 107 | -12
CCCCC(=O)N(Cc1ccc(F)cc1)C1CCS(=O)(=O)C1 (stereo not drawn) | -0.9 | -8 | -5 | 0.4 | -7 | nt | 20 | 95 | 5
COc1ccc(OC)c(C2CC(=O)N3CN(c4cccc(Cl)c4C)CSC3=C2C#N)c1 (stereo not drawn) | -2.1 | 38* | -37 | -1.1 | 5 | -13 | 18 | 100 | 31
COc1ccccc1C(=O)OCC(=O)Nc1cc(S(=O)(=O)N2CCOCC2)ccc1N1CCCC1 | -2.9 | 2 | -33 | -1.6 | -4 | -8 | 16 | 94 | -2
Cc1ccc(CNC(=O)Nc2ccc(F)cc2F)n1C | -0.4 | 30* | -6 | -1.5 | 1 | 9 | 4 | 96 | -2
COc1ccc(-c2csc(NC3OC(=O)c4ccccc43)n2)cc1 (stereo not drawn) | -1.2 | 3 | -10 | -0.7 | -11 | 12 | 15 | 95 | -1
Cc1onc(-c2ccccc2)c1C(=O)Nc1ccncc1 | -1.3 | 2 | 1 | 0.2 | -3 | 14 | 11 | 99 | 14
CC1=C(c2ccccc2)SC2=NCCN21 | -1.5 | -7 | 0 | -1.1 | 9 | 20 | 8 | 108 | 0
CC(C)c1ccc(CNC(=O)CSCC(=O)Nc2ccc3ccccc3c2)cc1 | 0.5 | -3 | -7 | 1.0 | 12 | -10 | -59 | 140* | -7
O=C1C(c2ccncc2)=C(O)c2ccccc21 | -1.6 | 5 | -1 | -4.0 | 15 | 29 | 21 | 114 | 2
O=C(O)c1ccc(S(=O)(=O)N2CCN(c3ccccn3)CC2)cc1 | -2.1 | 1 | -2 | -2.4 | 3 | -6 | -11 | 105 | 2
Cc1ccc(C)c(NC(=O)c2cnn3ccccc23)c1 | -2.7 | -1 | -11 | -0.5 | 8 | 34 | 2 | 107 | -1
CSCC(=O)NC1CCCc2c1cnn2-c1cc(F)cc(F)c1 (stereo not drawn) | -3.3 | -15 | -9 | -1.9 | 5 | 0 | 18 | 105 | -2
C[C@H](NC(=O)CCn1nnc2ccccc2c1=O)C(=O)O | -2.5 | 2 | 3 | -3.9 | 1 | -9 | -6 | 97 | 8
Cc1nc(NC(=O)COC(=O)CCS(=O)(=O)c2ccccc2Cl)c(Cl)cc1Cl | -1.2 | 4 | -14 | -1.2 | 1 | 5 | 29 | 102 | 6
Cc1cc2c(c(/C=C/C(=O)c3ccccc3)c1)OC1(C=C2)Oc2ccccc2C(=O)N1C (stereo not drawn) | -3.5 | 0 | -6 | -1.8 | -1 | 29 | -3 | 99 | -1
CCOC(=O)C(=O)Nc1ccc2c(c1)OCO2 | -3.9 | -3 | -2 | -4.9 | 11 | 25 | 18 | 124 | 1
O=C(C1CCN(S(=O)(=O)Cc2ccccc2)CC1)N1CCCc2ccccc21 | -4.1 | 2 | -31 | -4.2 | 4 | -4 | -5 | 106 | -4
CC1(C)c2ccccc2-n2c1cc1oc(=O)cc(O)c1c2=O | -1.1 | -13 | -4 | 0.2 | -6 | nt | 12 | 94 | 11
O=C(CSc1ncccn1)Nc1cc(Cl)ccc1[N+](=O)[O-] | -1.8 | 6 | -4 | -3.0 | -3 | 5 | 24 | 100 | 5
CCOC(=O)c1ccc(NC(=O)/C=C/c2cccs2)cc1 | -3.5 | -3 | -13 | -2.7 | 1 | 4 | -7 | 101 | -9
CC(C(=O)Nc1cccc([N+](=O)[O-])c1)N(c1ccccc1)S(C)(=O)=O (stereo not drawn) | -3.6 | 10 | 2 | -5.4 | -8 | -2 | 0 | 93 | 5
Cc1ccc(C(=O)N(Cc2sccc2C)C2CCS(=O)(=O)C2)cc1 (stereo not drawn) | -3.7 | 2 | -25 | -2.4 | 7 | 7 | 0 | 104 | -2
Cc1ccc(S(=O)(=O)N2CCCC(C(=O)Nc3cccnc3)C2)cc1 (stereo not drawn) | -2.9 | -6 | -16 | -2.1 | -2 | 8 | 5 | 105 | 12
CCn1c(COc2ccccc2C)nnc1SCC(=O)OC | -0.6 | -6 | -7 | 0.4 | -5 | 22* | 13 | 94 | 0
O=C(CSc1ncn[nH]1)OCN1C(=O)c2ccccc2C1=O | -1.9 | 85* | 3 | -0.3 | 0 | 32 | -10 | 99 | -3
COc1ccc(C(CNC(=O)Cc2ccc3ccccc3c2)N(C)C)cc1 (stereo not drawn) | -3.2 | 9 | 6 | -3.5 | 1 | 6 | 5 | 104 | -7
FCCCOc1ccc(/C=N/OCc2ccc(Cl)cc2Cl)cc1 | 0.8 | -12 | 4 | 0.3 | 14 | 8 | -8 | 101 | 1
CCOC(=O)c1c(NC(=O)CC2Sc3ccc(C(F)(F)F)cc3NC2=O)sc(C)c1C (stereo not drawn) | -3.5 | -3 | 5 | -0.8 | 13 | 28 | -2 | 93 | 7
COc1cc(O)c(C(CC(=O)N2CCCC(C)C2)c2ccc3c(c2)OCO3)c(OC)c1 (stereo not drawn) | nt | nt | nt | nt | 2 | 1 | 3 | 142* | nt
Nn1c(SCC(=O)N2CCc3ccccc3C2)nnc1-c1cccs1 | -0.8 | -2 | -13 | -0.8 | 6 | 9 | 4 | 105 | -5
N[C@@H](Cc1ccccc1)c1nnc(SCc2ccccc2F)o1 | -3.6 | -6 | -2 | -3.9 | -7 | -4 | 3 | 108 | -5
Cc1nn(-c2ccccn2)c2c1C(=O)C(Br)CC2 (stereo not drawn) | -3.1 | 2 | 2 | 2.1 | -6 | 14 | 72 | 97 | -7
CC(=O)Nc1ccc(S(=O)(=O)N2CCCCC2C(=O)O)cc1 (stereo not drawn) | -2.2 | -1 | 1 | -1.6 | -2 | 6 | 11 | 97 | -4
CCOC(=O)CN1C(=O)S/C(=C/c2cc(C)n(C)c2C)C1=O | -2.2 | -4 | -6 | -1.6 | 3 | nt | nt | 109 | 1
COc1cc(/C=C(\C#N)C(=O)Nc2ccccc2)ccc1OCCN1CCOCC1 | 0.4 | -3 | -6 | 0.5 | -1 | 27 | 7 | 104 | -25
Cc1ccnc(NS(=O)(=O)c2ccc(NC(=O)C3CC3)cc2)n1 | -1.2 | 0 | -2 | -1.7 | 6 | 9 | 5 | 108 | 1
